Screens as filed in PubChem BioAssay.
EP2 mod = EP2 receptor modulators, cAMP readout, primary screen, cell-based, HTRF cAMP, PGE2 stimulation; EP2-expressing cells, cAMP HTRF FRET, PGE2 co-stimulation; induction, % at 25 µM; Prostaglandin E2 receptor EP2 subtype (Homo sapiens), P43116; 260,000 compounds, 0.83% hits;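 active means compounds whose cAMP rise, as percent of the full-agonist control response, exceeds 60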;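 further: rat C6 glioma line stably carrying human EP2 under a CMV promoter; the protocol text gives 20 µM as final concentration; 100% = response of wells given 1 µM PGE2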
Target sequence (P43116 whole entry, looked up): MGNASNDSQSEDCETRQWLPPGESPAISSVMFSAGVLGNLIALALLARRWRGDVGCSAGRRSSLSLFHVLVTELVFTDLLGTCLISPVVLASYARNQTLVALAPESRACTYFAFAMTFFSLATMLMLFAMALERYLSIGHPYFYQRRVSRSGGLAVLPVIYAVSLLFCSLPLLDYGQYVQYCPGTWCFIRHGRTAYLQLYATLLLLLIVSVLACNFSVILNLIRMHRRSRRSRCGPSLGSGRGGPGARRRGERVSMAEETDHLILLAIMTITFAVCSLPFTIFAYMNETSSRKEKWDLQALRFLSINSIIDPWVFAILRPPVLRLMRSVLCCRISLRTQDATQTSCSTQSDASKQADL
EP2 antag = human EP2 receptor antagonists, primary screen, TR-FRET cAMP, C6 glioma cells. C6 glioma cells expressing human EP2; cells stimulated with saturating PGE2. 260,000 compounds, 0.52% hits. inhibition, % at 25 µM. AID 1422, 2008. Prostaglandin E2 receptor EP2 subtype (Homo sapiens), P43116;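 active means percent inhibition above 40 after rounding to a whole number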;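 further: rat C6 glioma host cells with rolipram phosphodiesterase inhibitor present; the protocol text gives 20 µM as final concentration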
Active calls of the source: *. This is a subset, so the mix of outcomes need not match the whole.

Start of the data: the first two entries, ahead of the listing:
SMILES	EP2 mod	EP2 antag
CN(C)CCCNC(=O)CN1N=C(c2ccccc2)Cn2c(cc3sccc32)C1=O	-51.9	7.8
CCN(CC)CCCN1C(=O)C(=O)/C(=C(\O)c2ccc(Cl)cc2)C1c1ccc(C)o1 (configuration not stated)	-12.8	4.0

The listing, from the first entry:
SMILES	EP2 mod	EP2 antag
CN(C)CCCNC(=O)CN1N=C(c2ccccc2)Cn2c(cc3sccc32)C1=O	-51.9	7.8
CCN(CC)CCCN1C(=O)C(=O)/C(=C(\O)c2ccc(Cl)cc2)C1c1ccc(C)o1 (configuration not stated)	-12.8	4.0
NC(N)=NCc1cccc(I)c1	19.1	5.5
COc1cc(CN2CCC(C(=O)NC(C)(C)C)CC2)cc(OC)c1OC	7.5	13.8
CCCOc1ccc(C(=O)Nc2sc3c(c2C#N)CCCCC3)cc1	-0.1	16.5
CC1(C)C=Cc2c(cc3occ(-c4ccc5c(c4)OCO5)c(=O)c3c2O)O1	16.9	9.8
Cc1ccc(C)c(-n2c(SCC(=O)O)nc3ccccc3c2=O)c1	-5.4	7.2
CCC(c1nnnn1CCOC)N(Cc1cccs1)Cc1cc2ccc(C)c(C)c2[nH]c1=O (configuration not stated)	35.2	9.3
COCCn1nnnc1CN(Cc1cc2cc(OC)ccc2[nH]c1=O)C1CCCC1	-25.4	11.5
COc1ccc(NC(=O)CN2CCN(S(=O)(=O)c3ccc(C)cc3)CC2)cc1	-5.5	7.1
COc1cccc(NC(=S)N2CCC(NC(=O)c3ccccc3C)CC2)c1	-26.1	12.2
CCc1nc(SCC(=O)N2CCc3ccccc3C2)c2c(C)c(C)sc2n1	-7.9	9.2
Cc1cccc(C(=O)Nc2cccc(NC(=O)CSc3nnc(-c4cccnc4)n3C)c2)c1	-28.6	11.0
O=C(/C=C/C=C/c1ccc2c(c1)OCO2)N1CCCCC1	-12.7	15.8
Cc1nn(CC(=O)NC2CC3(CCCC3)Oc3ccccc32)c(=O)c2ccccc12 (configuration not stated)	-59.6	5.2
CC1CCCCN1S(=O)(=O)c1ccc(N)cc1 (configuration not stated)	9.0	11.7
O=C(CN1C(=O)c2ccccc2C1=O)NC1(C(=O)O)CCCC1	-0.9	9.1
Cc1cc(C)c2c(c1)cc(C)c1nnc(SCC(=O)Nc3nc(C)c(C)s3)n12	-12.5	5.4
Cc1cc(C(=O)Nc2ccc(S(=O)(=O)O)c3ccccc23)c(C)o1	-30.4	8.6
C=C1C(=O)[C@]23[C@H](O)[C@H]1CC[C@H]2[C@@]12COC3(O)[C@H](O)[C@@H]1C(C)(C)CC[C@@H]2O	-12.4	10.5
O=C(CN1CCC(c2ccccc2F)CC1)N1CCOCC1	7.3	5.4
Cc1cc(C(F)F)n2nc(C(=O)Nc3c(C)nn(Cc4ccccc4Cl)c3C)nc2n1	-5.0	6.9
O=S(=O)(O)CC(O)CSc1nc2ccccc2s1 (configuration not stated)	-22.0	9.3
Cc1noc(C)c1C(=O)N[C@@H](Cn1nnc2ccccc21)C(C)C	-26.4	7.1
CCN(CC)CCNc1c([N+](=O)[O-])c(=O)n(CC)c2ccccc12	-0.1	9.1
CCn1c(SCC(=O)Nc2nnc(C)s2)nnc1-c1cccc(C)c1	12.1	7.4
CCOc1ccccc1NC(=O)CSc1nnc(-c2ccc(C)cc2)o1	-5.5	5.9
COc1ccc2[nH]c(=O)c(CN(CCCN(C)C)C(=S)Nc3ccccc3)cc2c1	-48.6	9.9
C=CCNC(=O)c1cc2c(=O)n3cc(C)ccc3nc2n(CCOC)c1=N	-20.2	3.0
CC[n+]1c(/C=C2\Sc3ccc4ccsc4c3N2C)ccc2cc(C)ccc21	-60.9	32.1
CC(=O)N1c2ccc(NC(=O)c3ccc(-n4cnnc4)cc3Cl)cc2CC1C (configuration not stated)	-5.3	12.5
Cc1ccc(-c2nc(C(N)=O)c3[nH]c(=O)n(CC4CCCO4)c3n2)cc1C (configuration not stated)	-20.0	6.5
Cc1ncc([N+](=O)[O-])cc1C(=O)NN	17.2	13.9
CCN1CCN(c2ccc(NC(=O)c3ccccc3F)cc2)CC1	-41.3	59.5*
Cc1nnc(SCc2ccc(C(C)(C)C)cc2)n(N)c1=O	8.0	7.5
COc1cc(C2Nc3ccc(C)cc3-c3cc(C)nn32)ccc1O (configuration not stated)	-3.8	7.8
COc1ccccc1OCC(=O)NNC(=O)C1CCCO1 (configuration not stated)	2.5	16.1
C=CC[N+]1(C)Cc2cc3ccccc3c(-c3ccccc3)c2C1 (configuration not stated)	-69.1	8.9
CCCC1=NN(C(=O)OC(C)(C)C)C(O)(C(F)(F)F)C1 (configuration not stated)	-2.7	4.9
COCCCNC(=O)c1cc2c(n(-c3ccc(Cl)cc3)c1=O)CCCC2=O	-8.3	14.5
COc1nc(Nc2ccccc2)nc(OC)n1	-55.0	5.0
O=C(O)c1cc(-c2cccc(O)c2)on1	17.0	8.0
CCOC(=O)c1nn(-c2ccc(OC)cc2)c(=O)c(C#N)c1C	-33.0	73.6*
Nc1nc(Cl)cc(NCCO)n1	-0.9	13.3
COCCNC(=O)c1ccc(Cl)c(S(=O)(=O)N2CCOCC2)c1	11.8	6.0
COc1ccc(N2CCN(CC(=O)Nc3sc4c(c3C#N)CCCC4)CC2)cc1	-18.4	13.3
CC(=O)O[C@H]1CC[C@@]2(C)C(CC[C@]3(C)C2C(=O)C=C2C4[C@@H](C)[C@H](C)CC[C@]4(C(=O)O)CC[C@]23C)C1(C)C (some centres not stated)	13.7	13.1
COCCNC(=S)N(Cc1ccco1)Cc1cc2ccc(C)c(C)c2[nH]c1=O	-16.4	7.5
CCCn1c(-c2ccc(OC)c(OC)c2)nc2ccccc21	-24.6	8.9
CNc1ncccc1CN1CC(CN2CCOCC2)c2ccccc21 (configuration not stated)	-36.8	5.5
More structures.
SMILES	EP2 mod	EP2 antag
O=C(C1CC(c2ccccc2O)=NO1)N1CCOCC1 (configuration not stated)	-14.2	10.5
CCC(c1nnnn1Cc1ccccc1)N(Cc1cc2ccc(C)c(C)c2[nH]c1=O)C1CCCC1 (configuration not stated)	24.4	6.9
O=C(NC1CCC(c2ccccc2)CC1)c1cccs1 (configuration not stated)	-64.8	5.8
CCC(CN1CCOCC1)NC(=O)Cc1coc2cc(C)cc(C)c12 (configuration not stated)	-23.6	6.8
N#CC1=C(N)Oc2n[nH]c(C(F)(F)F)c2C1c1cccc(Cl)c1Cl (configuration not stated)	15.3	31.2
O=C(O)CSc1ccc(N=C=S)cc1	11.2	13.2
COCCCn1c(SCC(=O)Nc2cccc(F)c2)nnc1-c1ccco1	-22.0	10.9
Cc1ccc(C2(C(=O)N[C@@H](Cn3nc(C4CC4)ccc3=O)C(C)C)CCCC2)cc1	33.8	8.6
O=C(C1=C(O)C(=O)N(CC2CCCO2)C1c1cccc(F)c1)c1ccco1 (configuration not stated)	45.1	14.8
CC(=O)Nc1ccc2nc(NC(=O)c3ccccc3F)oc2c1	-34.7	9.0
CCN1CCCC1CN(Cc1cc2cc3c(cc2[nH]c1=O)OCO3)C(=O)NC1CCCCC1 (configuration not stated)	-12.8	12.3
Cc1occc1-c1nnc(SCC(=O)N2CCCC2)n1-c1ccc(F)cc1	3.4	10.6
CCOc1ccc(-c2nnc(-c3ccccc3F)o2)cc1OCC	0.1	8.4
C#CC(=O)N(c1ccc(-n2cnnn2)c(C)c1)C(C(=O)NC1CCCC1)c1ccccc1 (configuration not stated)	-44.7	18.2
CNC(=O)CSc1nnc2c(C)cc3ccccc3n12	8.3	9.7
CC1CCCN(CC(O)c2ccc3c(c2)CCCN3C(=O)C2CCCC2)C1 (configuration not stated)	-133.0	4.0
CC1CCc2c(sc(NC(=O)C(C)C)c2C(N)=O)C1 (configuration not stated)	-22.3	8.7
OC[C@H]1O[C@@H](Oc2ccc(O)cc2)[C@H](O)[C@@H](O)[C@@H]1O	7.6	11.9
COc1ccc(Cn2cnc([N+](=O)[O-])c2)cc1	16.4	18.1
C[C@H](Cn1nnc2ccccc21)NC(=O)c1ccc2c(c1)OCO2	-24.6	8.2

A draw from above in order of count of non-hydrogen atoms, falling:
SMILES	EP2 mod	EP2 antag
CCC(c1nnnn1Cc1ccccc1)N(Cc1cc2ccc(C)c(C)c2[nH]c1=O)C1CCCC1 (configuration not stated)	24.4	6.9
CCN1CCCC1CN(Cc1cc2cc3c(cc2[nH]c1=O)OCO3)C(=O)NC1CCCCC1 (configuration not stated)	-12.8	12.3
C#CC(=O)N(c1ccc(-n2cnnn2)c(C)c1)C(C(=O)NC1CCCC1)c1ccccc1 (configuration not stated)	-44.7	18.2
Cc1ccc(C2(C(=O)N[C@@H](Cn3nc(C4CC4)ccc3=O)C(C)C)CCCC2)cc1	33.8	8.6
O=C(C1=C(O)C(=O)N(CC2CCCO2)C1c1cccc(F)c1)c1ccco1 (configuration not stated)	45.1	14.8
CCC(CN1CCOCC1)NC(=O)Cc1coc2cc(C)cc(C)c12 (configuration not stated)	-23.6	6.8
C[C@H](Cn1nnc2ccccc21)NC(=O)c1ccc2c(c1)OCO2	-24.6	8.2
CC(=O)Nc1ccc2nc(NC(=O)c3ccccc3F)oc2c1	-34.7	9.0
CNC(=O)CSc1nnc2c(C)cc3ccccc3n12	8.3	9.7
OC[C@H]1O[C@@H](Oc2ccc(O)cc2)[C@H](O)[C@@H](O)[C@@H]1O	7.6	11.9
COc1ccc(Cn2cnc([N+](=O)[O-])c2)cc1	16.4	18.1
O=C(O)CSc1ccc(N=C=S)cc1	11.2	13.2

Further records follow:
SMILES	EP2 mod	EP2 antag
CCNC(=O)Nc1c(C#N)c(C(C)(C)C)cn1C	-13.8	3.4
Cc1nn(CC(=O)N2CCCC(C)C2)c(=O)c2cc3occc3n12 (configuration not stated)	-30.1	5.5
CCc1cccc(C)c1NC(=O)CSc1nc2cc3c(cc2cc1C)OCCO3	38.0	27.0
O=C(CSc1ncc(-c2ccc(Cl)cc2)n1Cc1ccco1)N1CCCCC1	-10.7	8.6
OCCN1C2=NCCN2c2ccccc21	-14.5	10.9
Cc1nnc(SCc2ccc(C#N)cc2)n1C	-10.0	5.4
CC(=O)c1csc(NC(=O)Cn2ccc3ccc(F)cc32)n1	-22.9	12.8
CC[C@](N)(C(=O)O)C(C)C	19.9	14.8
COc1ccc(OC)c(-n2nnnc2SCC(=O)Nc2ccc(N(C)C)cc2)c1	-7.4	8.6
O=C(COc1ccccc1)Nc1ccccc1N1CCOCC1	-22.4	9.6
Cc1sc(NC(=O)c2cccnc2)nc1-c1ccc(Cl)c(Cl)c1	-16.8	9.9
Cc1onc(-c2ccncc2)c1C(=O)NCc1noc(-c2ccccc2)n1	-44.5	6.2
CCn1c(SCC(=O)NC2CCCCC2)nnc1-c1ccoc1C	0.6	5.7
CCOC(=O)C[n+]1c(C)n(CC)c2ccccc21	0.8	8.2
CC(C)CCCC(C)C1CCC2C3C[C@@H](O)[C@@]4(O)C[C@@H](O)CC[C@]4(C)C3CC[C@]12C (some centres not stated)	10.2	10.0
Cc1ccc(CC(=O)Nc2nnc(C(C)(C)C)s2)cc1	9.6	12.1
N#CC1=C(N)OC2=C(C(=O)CCC2)C1c1ccc(-c2cccc(C(F)(F)F)c2)o1 (configuration not stated)	-30.4	9.9
COc1ccccc1NC1SC(=O)NC1=O (configuration not stated)	-1.6	9.3
COc1ccc(OC)c(C(c2nnnn2CCc2ccc(OC)c(OC)c2)N2CCN(C)CC2)c1 (configuration not stated)	-5.0	8.0
CCN1CCN(C(=O)C2CC(=O)N(c3ccc(C)cc3)C2)CC1 (configuration not stated)	-24.5	5.3
CCn1c(SCC(=O)N2CCC(C)CC2)nnc1-c1ccco1	-16.1	12.1
O=C(CN1CCC2(CC1)NC(=O)c1ccccc1O2)NCc1ccco1	-10.8	5.7
CCC(=O)N(Cc1cccs1)Cc1cc2cc(C)ccc2n2nnnc12	37.2	10.3
CCOC(=O)c1sc(NC(=O)CSc2nc3cc4c(cc3cc2CC)OCO4)nc1C	-6.2	9.8
COc1ccc(S(=O)(=O)N2CCC(C(=O)Nc3cccc(C)c3C)CC2)cc1OC	-2.3	9.5
O=C(CCCOc1ccc(Cl)cc1Cl)Nc1nnc(C2CCCO2)s1 (configuration not stated)	-13.3	7.7
COc1cccc2c1oc(=O)c1c(NC(C)=O)nc3c(c12)CCCCC3	-30.6	9.9
COCCNc1nc(-c2ccccc2)cs1	-12.9	8.3
Oc1ccc(Cc2nccc3cc(O)c(O)cc23)cc1O	-8.4	52.9*
COc1ccc(-c2ccc(SCC(=O)Nc3nc(C)c(C)s3)nn2)cc1	-55.0	6.4
O=C(CN1C(=O)[C@H]2CCCN2C(=O)c2ccccc21)NC1CCCCC1	6.1	3.7
Cc1c(C(=O)NCc2ccccc2)oc2ccccc12	-86.7	10.5
CCC(C)(C)n1nnnc1C(c1ccc(F)cc1)N1CCN(C2CCCCC2)CC1 (configuration not stated)	-15.3	7.5
Cn1c(=O)n(Cc2ccccc2F)c2cccnc21	-5.2	4.4
CN(C)c1ccc(/C=C2\C(=O)Nc3ccccc32)cc1	-35.4	14.9
O=c1[nH]c(/C=C\c2ccc(-c3cccc(Cl)c3Cl)o2)nc(O)c1[N+](=O)[O-]	-32.9	12.8
CC(C)(C)Nc1nc(C(=O)O)nc(N2CCOCC2)n1	17.2	8.7
O=C(NC1CCCCC1)[C@@H]1C=CCN1C(=O)c1cccs1	-6.3	8.5
COC(=O)CSc1nnc(-c2ccc3[nH]c(C)c(C)c3c2)o1	-58.2	15.2
O=C1CCCC2=C1C(c1ccc(N3CCCC3)cc1)C1=C(CCCC1=O)O2	-24.8	10.2
COc1cccc(CCNCc2cc3c(C)nn(-c4ccccc4)c3[nH]c2=O)c1	-22.9	14.6
CCOC(=O)Cc1[nH]nc2c1C1(C(=O)N(CC)c3ccccc31)C(C#N)=C(N)O2 (configuration not stated)	-11.2	4.0
